# Compound activity deposited in PubChem BioAssay by National Center for Advancing Translational Sciences (NCATS).
# GLS inh = blocks human kidney-isoform glutaminase activity | O94925 | GLS enzymatic activity, qHTS titration | Potency, µM (doses to about 45.5 µM), for the others: at the top dose activity change, negative = inhibition, actives largely listed as inhibitors | 410,000 compounds, 0.21% hits | AID 624170; note: % is set by controls: 0 for no effect and ±100 for the full control effect
# Target sequence (O94925 whole entry, looked up, canonical isoform): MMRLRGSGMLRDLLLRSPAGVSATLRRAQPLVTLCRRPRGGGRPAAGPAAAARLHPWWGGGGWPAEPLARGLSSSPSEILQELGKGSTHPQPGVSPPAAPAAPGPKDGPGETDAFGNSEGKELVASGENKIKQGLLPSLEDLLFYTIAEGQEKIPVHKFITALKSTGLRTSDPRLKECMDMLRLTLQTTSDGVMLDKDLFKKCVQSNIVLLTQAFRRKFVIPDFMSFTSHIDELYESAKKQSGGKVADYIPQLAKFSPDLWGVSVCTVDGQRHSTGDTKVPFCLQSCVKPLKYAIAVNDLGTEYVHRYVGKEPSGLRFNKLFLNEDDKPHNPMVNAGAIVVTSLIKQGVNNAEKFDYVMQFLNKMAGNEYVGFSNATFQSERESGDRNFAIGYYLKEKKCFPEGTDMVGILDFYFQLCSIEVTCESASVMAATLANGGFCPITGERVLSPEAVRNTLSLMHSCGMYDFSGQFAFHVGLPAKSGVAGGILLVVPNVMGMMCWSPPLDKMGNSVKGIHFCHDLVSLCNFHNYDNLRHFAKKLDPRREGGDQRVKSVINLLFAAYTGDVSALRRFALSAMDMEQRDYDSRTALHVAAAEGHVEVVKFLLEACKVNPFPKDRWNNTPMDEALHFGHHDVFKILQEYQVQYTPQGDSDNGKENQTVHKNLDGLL
#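 hKGA; 45 mM KH2PO4 pH 8.2 + 0.02% Tween-20; cpd via pin tool; 1 mM Gln soln; GluOx/HRP/Amplex Red; RT 30 min; fluor. t0 & final.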
# JMJD2A Tudor = JMJD2A Tudor domain (human) inhibition; O75164; AlphaScreen JMJD2A-Tudor / H3K4me3 peptide binding; Potency, µM (series often up to 114 µM), without a hit: top-dose activity change, negative = inhibition, actives largely listed as inhibitors; 390,000 compounds, 4.4% hits; note: % is set by controls: 0 for no effect and ±100 for the full control effect; nearly all actives have a fitted effect of over 50% in size
# 12-LOX inh = inhibitors of human 12S-lipoxygenase ALOX12 | Potency, µM (titrated, usually from 108 µM), inactives show at the highest dose activity change, negative = inhibition, most hits filed as inhibitors | P18054 | purified 12hLO, xylenol orange hydroperoxide absorbance | AID 1671190 | 580,000 compounds, 1.1% hits; note: % is set by controls: 0 for no effect and ±100 for the full control effect
#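 Purified human 12hLO at 150 nM in 25 mM Hepes, 0.01% Triton X-100, pH 7.0, preincubated 15 min at room temperature with compound. Reaction started with 40 uM arachidonic acid, 30 min at room temperature. Hydroperoxide measured by Fe-xylenol orange, 573/405 nm absorbance ratio.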
# HP1b binding inh = HP1-beta chromodomain-methylated histone interaction inhibition; P83916; AlphaScreen HP1-beta / biotin-H3K9me3 peptide binding; Potency, µM (top dose mostly 114 µM), without a hit: top-dose activity change, negative = inhibition, hits mostly inhibitors; 390,000 compounds, 0.56% hits; AID 540317; note: nearly all actives have a fitted effect of over 70% in size; inactives centre near 23
#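 AlphaScreen: HP1-beta (50 nM) preformed 30 min with biotin-H3(1-18)K9me3 peptide (50 nM) in PBS pH 7.4, 0.01% Tween-20. Compound added for 30 min at RT, then streptavidin donor/nickel chelate acceptor beads (10 ug/mL) for 30 min.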
# RGS4 inh = blocks human RGS4-accelerated GTP hydrolysis; P49798; Transcreener GDP fluorescence polarization, RGS4-accelerated GTP hydrolysis; Potency, µM (highest dose often 114 µM), without a hit: at the highest dose activity change, negative = inhibition, hits mostly inhibitors; 390,000 compounds, 0.039% hits; note: % is set by controls: 0 for no effect and ±100 for the full control effect; nearly all actives have a fitted effect of over 75% in size; some results filed as inactive show a strong effect at the top dose
# Target sequence (P49798 whole entry, looked up): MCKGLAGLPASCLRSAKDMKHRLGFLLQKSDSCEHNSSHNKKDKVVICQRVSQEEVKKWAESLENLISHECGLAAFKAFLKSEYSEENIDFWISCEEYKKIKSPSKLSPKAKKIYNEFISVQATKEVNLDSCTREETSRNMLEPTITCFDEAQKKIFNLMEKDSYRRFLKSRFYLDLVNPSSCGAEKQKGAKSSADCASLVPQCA
#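 MLSMR compounds (23 nl, pin-transferred) preincubated 10 min at room temperature with a 500nM (2x) first reagent, then RGS4 at 900nM (2x) plus Transcreener GDP mix added; fluorescence polarization (620/688 nm) read before and after 90 min at 30 °C.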
# PGK inhibitor = blocks T. brucei phosphoglycerate kinase. AID 602233. PGK/GAPDH coupled, Kinase-Glo luminescence, 60 min. 380,000 compounds, 0.043% hits. Potency, µM (doses to about 57.5 µM), without a hit: at the top dose activity change, negative = inhibition, usual class: inhibitors; note: % is set by controls: 0 for no effect and ±100 for the full control effect; nearly all actives have a fitted effect of over 60% in size
#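 Luminescent ATP detection (Kinase-Glo Plus) follows a 60-minute room-temperature incubation, with wells lacking PGK as controls. Buffer: 100 mM TEA (pH 7.6), 5 mM MgCl2, 0.01% Tween-20. Coupling enzyme GAPDH (100 nM final) supplies unstable 1,3-BPG in-well.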
# Pin1 inh = inhibitors of human Pin1; Pin1 FP peptide displacement, HiFluor488, 10 min; Q13526; Potency, µM (doses to about 115 µM), without a hit: at the highest dose activity, negative = inhibition, hits mostly inhibitors; 390,000 compounds, 0.009% hits; active = well fitted inhibition curve with a large enough effect in the polarisation, with a control signal flat, not every such curve was filed as active; inconclusive = small, poorly fitted or top-dose-only effect, or effect the other way, or a change in a side signal; inactive = no such curve, though single readings can be large or run the other way; the % refers to the polarisation; note: % is set by controls: 0 for no effect and ±100 for the full control effect
# Target sequence (Q13526 whole entry, looked up): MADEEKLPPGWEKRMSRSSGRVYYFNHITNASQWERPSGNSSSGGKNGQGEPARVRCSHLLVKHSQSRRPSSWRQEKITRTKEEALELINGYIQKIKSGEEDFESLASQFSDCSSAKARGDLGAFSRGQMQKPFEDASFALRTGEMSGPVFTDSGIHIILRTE
# TrxR1 inh = blocks rat thioredoxin reductase 1; 390,000 compounds, 1% hits; Potency, µM (highest dose often 114 µM), inactives show at the highest dose activity change, negative = inhibition, usual class: inhibitors; AID 588453; recombinant rTrxR1, NADPH fluorescence consumption, selenite substrate; note: % is set by controls: 0 for no effect and ±100 for the full control effect; nearly all actives have a fitted effect of over 65% in size
#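 Rat TrxR1 (90 nM in the dispensed reagent) was pre-reduced with 400 uM NADPH for 5 min at room temperature, then incubated with compound for 15 min. After 400 uM selenite was added, NADPH fluorescence (Ex 340/Em 450 nm) was followed for 8 min.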
# ERG Ets-DNA blk = ERG Ets/DNA interaction inhibition; P11308; fluorescence polarization, His-ERG Ets domain / labelled DNA; Potency, µM (highest dose often 76.9 µM), for the others: top-dose FP activity, negative = inhibition, usual class: inhibitors; 370,000 compounds, 0.028% hits; AID 624246; active = well fitted inhibition curve with a large enough effect in the polarisation, with a control signal flat; inconclusive = small, poorly fitted or top-dose-only effect, or effect the other way, or a change in a side signal; inactive = no such curve, though single readings can be large or run the other way; the % refers to the polarisation;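 note: polarization taken with two DNA probes labelled with fluorescein and Texas red; % of control where 0% means no effect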
#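 His-tagged ERG Ets domain (1 uM in the protein solution; 300mM KCl, 50mM Tris-HCl, 1mM EDTA, 1mM DTT, pH 7.5) received compound, then a probe mix of 5 nM fluorescein-DNA and 100nM Texas-615-DNA. Fluorescence polarization was read for both dyes.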
# Active calls of the source: *; i = inactive; u = inconclusive; x = no result given; [ ] = dose if it differs, or a comment. Unless noted, calls come from the whole dose curve; as a rule, active = well fitted curve in the direction sought with a large enough effect; inconclusive = small, poorly fitted or top-dose-only effect, or another doubt; inactive = no such curve, though single readings can be large; an effect the other way counts as inactive or inconclusive. Potency is the fitted concentration of half-maximal effect. Not all compounds are listed; the hit share may differ from the screen's.
no.	mol	GLS inh	JMJD2A Tudor	12-LOX inh	HP1b binding inh	RGS4 inh	PGK inhibitor	Pin1 inh	TrxR1 inh	ERG Ets-DNA blk
1	O=C(Nc1ncn[nH]1)c1c(Cl)ccc(Cl)c1Cl	1%	-2%	-4%	31%	-13%	6%	0%	9%[57.1 µM]	-2%
2	O=C(N1CCCCC1)N1CCN(S(=O)(=O)c2ccc(Cl)cc2)CC1	-10%	-20%	u	-1%	-12%	-2%	-7%	21%[57.1 µM]	3%
3	OCC(O)C1OC(c2ccccc2)OC(CO)C1O (configuration not stated)	2%	-8%	25%	32%	1%	-5%	2%	9%	1%
4	COC(=O)N/N=C\c1ccc(OC/C=C/c2ccccc2)c(OC)c1	5%	-14%	i	24%	24%	-1%	-3%	11%	-1%
5	CC(=O)Oc1ccc2c(c1)CCC1C2CCC2(C)C(OC(C)=O)CCC12 (configuration not stated)	6%	16%	30%[activator]	39%[activator]	7%	i	-1%	25%	1%
6	CCc1ccc(N(C(=O)c2ccco2)C(C(=O)NC2CCCC2)c2ccncc2)cc1 (configuration not stated)	5%	-10%	-32%	7%	18%	-7%	-5%	16%[57.1 µM]	8%
7	CC(C)(CNC(=O)c1cc(-c2ccc(Cl)s2)nc2ccccc12)N1CCOCC1	-3%	-23%	u	11%	-7%	i	-12%	0%[57.1 µM]	-14%
8	COC(=O)CSc1nc(C2CC2)cc(C(F)(F)F)c1C#N	15%	49%[activator]	-4%	88%[activator]	5%	i	-5%	-14%	2%
9	C[C@@]12C(=O)N(c3cccc(Br)c3)C(=O)N1[C@H](c1ccc(Cl)cc1)[C@@H]1C(=O)N(C3CCCCC3)C(=O)[C@@H]12	1%	-11%	3%	22%	-7%	0%	-7%	37%[activator][57.1 µM]	-14%
10	C[C@H](NC(=O)c1nc[nH]c1C(=O)NCc1ccccc1)c1ccccc1	3%	-20%	-14%	35%	-11%	0%	-8%	1%	4%
11	CCN(CC)/[N+]([O-])=N/Oc1cc(O/N=[N+](\[O-])N(C)C)c([N+](=O)[O-])cc1[N+](=O)[O-]	x	u	x	-5%	1%	x	-9%	11µM*	x
12	O=C(C1CCCN(S(=O)(=O)c2cnc[nH]2)C1)N1CCN(c2ccc(Cl)cc2)CC1 (configuration not stated)	6%	-19%	u	34%	9%	5%	-3%	-28%	-3%
13	CC(=O)c1cc(-c2ccccc2)n(CC(=O)NC2CCCCCC2)c1C	2%	-10%	-22%	57%[activator]	-17%	-8%	10%	-16%[57.1 µM]	0%
14	CN(C(=O)Cn1c(=O)oc2cc(S(=O)(=O)N3CCCC3)ccc21)C1CCCCC1	3%	-5%	-5%	21%	7%	i	-7%	-9%	10%
15	Oc1cccc(N2Cc3ccccc3C2)c1	-1%	u	x	22%	-19%	-10%	5%	u	19%
16	COc1ccc(CCn2c(NCc3ccco3)nc3c2c(=O)[nH]c(=O)n3C)cc1	3%	-1%	4%	36%	24%	-1%	-2%	4%	2%
17	CCCn1c(=O)n(C)c(=O)c2c(SCC(=O)NCc3ccco3)nc(C3CC3)nc21	1%	79µM*	x	9%	-39%	-3%	27%	u	1%
18	N#C/C(=C\Nc1ccccc1SC(F)(F)F)c1nc(-c2ccc(Cl)cc2)cs1	0%	-15%	-6%	26%	22%	-3%	2%	4%	-3%
19	Cc1ccc(S(=O)(=O)NCc2ccc3c(c2)OCO3)cc1C	1%	-14%	-7%	34%	27%	-9%	-5%	56%[2.29 µM]	9%
20	O=C(COc1ccc(Br)cc1)Nc1ccc(Cc2ccncc2)cc1	15%	-14%	-6%	21%	22%	-3%	-4%	5%	-1%
21	COC(=O)c1cccc(NC(=O)COC(=O)CSc2nc(C)cc(C)n2)c1	-2%	-21%	0%	26%	-3%	-5%	-2%	1%[11.4 µM]	4%
22	CCc1ccccc1NS(=O)(=O)c1c(C(=O)N2CCCCCC2)c(C)n(C)c1C	-6%	-25%	-3%	42%[activator]	15%[56.9 µM]	-5%	-6%	13%	2%
23	O=C(Nc1cccc2oc(=O)ccc12)c1ccc([N+](=O)[O-])cc1[N+](=O)[O-]	6%	-21%	6%	11%	41%	5%	u	-10%	-7%
24	Cn1c(=O)[nH]c(=O)c2c1nc(SCCN1CCCCC1)n2CCCc1ccccc1	4%	u	5%	-10%	u	3%	-4%	-2%	15%
25	COc1ccc(CCNC(=O)C(=O)NCC2OCCN2S(=O)(=O)c2ccc3c(c2)OCCO3)cc1 (configuration not stated)	7%	-12%	19%	33%	-23%	6%	6%	7%	-6%

# Among those listed so far, these have a CF3 group.
no.	mol	GLS inh	JMJD2A Tudor	12-LOX inh	HP1b binding inh	RGS4 inh	PGK inhibitor	Pin1 inh	TrxR1 inh	ERG Ets-DNA blk
8	COC(=O)CSc1nc(C2CC2)cc(C(F)(F)F)c1C#N	15%	49%[activator]	-4%	88%[activator]	5%	i	-5%	-14%	2%
18	N#C/C(=C\Nc1ccccc1SC(F)(F)F)c1nc(-c2ccc(Cl)cc2)cs1	0%	-15%	-6%	26%	22%	-3%	2%	4%	-3%

# Carrying on.
no.	mol	GLS inh	JMJD2A Tudor	12-LOX inh	HP1b binding inh	RGS4 inh	PGK inhibitor	Pin1 inh	TrxR1 inh	ERG Ets-DNA blk
26	CCOC(=O)N1CCN(C(=O)C2CC(=O)N(c3ccccc3)C2)CC1 (configuration not stated)	6%	-15%	3%	4%	1%	-10%	-7%	0%	-5%
27	CC(C)c1ccc(NC(=O)COC(=O)[C@H](CCC(N)=O)NC(=O)c2ccc(F)cc2)cc1	9%	6%	-20%	21%	-9%	9%	3%	7%	2%
28	CCCCOc1ccc(/C(O)=C2/C(=O)C(=O)N(CCN(C)C)C2c2ccc(O)c(OC)c2)cc1 (configuration not stated)	4%	-28%	-30%	27%	-16%	-3%	5%	u	x
29	COc1ccc(S(=O)(=O)N2C[C@H]3CON(C)[C@H]3C[C@H]2c2cccc(Br)c2)cc1	0%	-6%	-24%	19%	-13%	0%	1%	1%	9%
30	Cc1ccccc1COC(=O)c1ccc(-c2nnn(Cc3ccccc3F)n2)cc1	-10%	-5%	-5%	135%[activator]	-7%	x	-1%	15%	-2%
31	Cc1ccc(-c2csc(NC(=O)C3=NN(C4CCS(=O)(=O)C4)C(=O)CC3)n2)cc1 (configuration not stated)	-6%	-7%[11.4 µM]	1%	46%[activator]	-8%[11.4 µM]	-1%	-1%	7%	1%
32	Cn1c(CN2CCOCC2)nnc1SCC(=O)NC1CCCCC1	-3%	-3%	-4%	26%	-11%	5%	1%	8%	8%
33	COc1ccc(OC)c(CNc2ccc([N+](=O)[O-])cc2C)c1	4%	28µM*	-26%	u	-16%	i	-4%	22%[57.1 µM]	1%
34	COc1ccccc1N1CCN(C(=O)c2ccc(NC3=NC4CS(=O)(=O)CC4S3)cc2)CC1 (configuration not stated)	8%	-11%	0%	27%	9%	-4%	-8%	27%[57.1 µM]	17%
35	O=C(NC1=NCCS1)c1ccc(Cl)c(S(=O)(=O)N2CCc3ccccc32)c1	1%	-19%	6%	28%	6%	i	33%[activator]	39%[activator]	-15%
36	O=C(NC1CCCc2ccccc21)C1CCCN(S(=O)(=O)c2cnc[nH]2)C1 (configuration not stated)	3%	-14%	-2%	51%[activator]	-1%	-1%	-5%	15%	9%
37	Cc1cccc(C)c1N(CC(=O)NC1CCCCC1)C(=O)c1csnn1	-3%	-6%	u	42%[activator]	-15%	5%	-1%	13%	5%
38	COc1cc(OC)cc(C(=O)N=c2sc3ccccc3n2C)c1	-3%	4%	0%	44%[activator]	5%	-10%	-1%	30%	10%
39	C[C@H]1CN=C(N(C)C)N1CCc1cccc(F)c1	3%	-27%	-4%	35%	13%	1%	-8%	5%	2%
40	CN(C)S(=O)(=O)c1ccc(C(=O)Nc2nnc(-c3ccco3)o2)cc1	4%	89µM*	1%	11%	-4%	-4%	-10%	-12%	4%
41	Cc1ccc(C(=O)N2CCc3ccccc32)cc1[N+](=O)[O-]	16%	u	0%	14%	-32%[56.9 µM]	-5%	-7%	-7%	0%
42	Clc1ccc2nc(CSc3nnc(-c4c[nH]c5ccccc45)o3)cn2c1	-5%	-5%	-8%	39%	-2%	-8%	-5%	-9%	2%
43	O=C1NC2(NN1c1ccccc1)C1CC3CC(C1)CC2C3 (configuration not stated)	3%	2%	u	23%	-11%	-6%	-13%	8%	-4%
44	O=C(NCc1ccco1)/C(=C\c1cccs1)NC(=O)c1ccco1	9%	-10%	-1%	28%	13%	3%	4%	-18%	3%
45	Cc1cc(C)cc(N=C2SC(CC(=O)Nc3ccccc3)C(=O)N2CCN2CCOCC2)c1 (configuration not stated)	-16%	u	-19%	1%	-7%	-1%	-2%	-5%[57.1 µM]	-2%
46	COc1ccc(NC(=O)c2sc3nc(C)cc(C)c3c2N)cc1	8%	-9%	u	28%	-8%	-3%	1%	-26%	u
47	Cc1cccc(N(C)c2cc(C)nc3ncnn23)c1	2%	-11%	10%[57.4 µM]	37%	15%	4%	2%	-13%	2%
48	Cc1ccc(S(=O)(=O)Nc2ccccc2C(=O)OC(C)C(=O)Nc2ccc3ccccc3c2)cc1[N+](=O)[O-] (configuration not stated)	-2%	-30%	-10%	-1%	-8%	i	15%	-1%	6%
